aSyn rescue: inhibitors of alpha-synuclein toxicity in yeast | Yeast expressing alpha-synuclein, growth rescue, BacTiter-Glo, 24 h | 370,000 tested, 0.14% active | AID 652106 | Potency, µM (highest dose often 46.1 µM), without a hit: at the top dose growth rescue (activation), actives largely listed as activators; also: potency is read from the fitted curve at half-maximal effect; % of control where 0% means no effect; nearly all actives have a fitted effect of over 65% in size
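Screening used galactose-induced yeast with toxic alpha-synuclein levels, exposed to compound for 24 hr at 30 deg C. Cell growth, read with BacTiter-Glo luminescence, gave the measured signal.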
FUS suppressor: rescues growth of FUS-expressing yeast | S. cerevisiae FUS-expressing, growth rescue, OD600, 24 h | Potency, µM (doses to about 76.6 µM), for inactives: top-dose growth rescue (activation), most hits filed as activators | 390,000 tested, 0.24% active | AID 1347120;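 also: potency is read from the fitted curve at half-maximal effect; plate controls were DMSO vehicle for no effect and reference control for full effect; nearly all actives have a fitted effect of over 55% in size; some results filed as inactive show a strong effect at the top dose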
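Cultures pregrown in 2.5% raffinose medium are shifted to minimal medium containing 2% galactose to express toxic FUS. Compounds are tested at several concentrations. After 24hr at 30C, growth is quantified at 600 nm absorbance.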
GLP1R cytotox: cytotoxicity in counter-screen for GLP-1R inverse agonists; Potency, µM (top dose mostly 38.3 µM), without a hit: top-dose activity change, negative = inhibition, actives largely listed as inhibitors; 410,000 tested, 0.13% active; HEK293 cAMP-luciferase reporter cells, luminescence, 24 h;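 also: loss of luciferase light is scored as toxicity; potency is read from the fitted curve at half-maximal effect; % is scaled to controls: 0 for no effect and ±100 for the full control effect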
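Here, cytotoxicity is scored as loss of luminescence. The MLSMR collection was tested on cells seeded in medium containing 10% Nu serum, with a 24 hr compound exposure preceded by 12 hours of culture.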
GLP-1R inv ag: inverse agonists of human GLP-1 receptor. HEK293 GLP-1R CRE-luciferase, luminescence, 24 h; GLP-1R form is constitutively active. Potency, µM (series often up to 38.3 µM), for inactives: at the top dose activity change, negative = inhibition, actives largely listed as inhibitors. 410,000 tested, 1.6% active; also: potency is read from the fitted curve at half-maximal effect; % is scaled to controls: 0 for no effect and ±100 for the full control effect; nearly all actives have a fitted effect of over 55% in size
Target sequence (P43220 whole entry, looked up): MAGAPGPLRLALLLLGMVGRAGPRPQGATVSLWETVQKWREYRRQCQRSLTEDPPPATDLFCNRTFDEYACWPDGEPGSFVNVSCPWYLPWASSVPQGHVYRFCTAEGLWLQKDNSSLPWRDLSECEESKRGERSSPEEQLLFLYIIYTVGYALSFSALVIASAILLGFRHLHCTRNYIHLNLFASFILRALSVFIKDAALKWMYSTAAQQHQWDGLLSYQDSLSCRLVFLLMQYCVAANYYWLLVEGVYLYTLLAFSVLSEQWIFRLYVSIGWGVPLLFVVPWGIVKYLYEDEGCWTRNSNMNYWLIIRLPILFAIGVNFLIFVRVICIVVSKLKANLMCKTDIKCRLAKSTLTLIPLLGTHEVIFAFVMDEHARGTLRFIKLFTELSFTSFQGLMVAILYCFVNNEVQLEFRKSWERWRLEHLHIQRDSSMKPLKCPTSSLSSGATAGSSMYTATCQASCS
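Inverse agonism was detected as reduced cAMP-driven luciferase luminescence after 24 h compound treatment. The cells were HEK293 clones expressing constitutively active human GLP-1R with the reporter. Reporter-only and GPR119 cell lines served as counterscreen controls.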
pAkt inh: blocks phosphorylation of Akt; Neuro2A IGF-stimulated pAkt S473 HTRF, 20 min; hits give low values; activity change, % for hits at 50 µM; 360,000 tested, 0.32% active; AID 651550; in the data active = activity change below about -80%; inconclusive = mostly about -51% to -80%; also: % is scaled to controls: 0 for no effect and ±100 for the full control effect
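Neuro2A cells in DMEM with 0.5% FBS, overnight at 37 deg C, given compound at single 50 µM final, then IGF (6 nM final) for 20 min at 37 deg C. Lysed; phospho-Akt Ser473 by HTRF after 24 h, 665/615 ratio.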
PTHR1 agonist: agonists of human PTHR1 parathyroid hormone receptor; Q03431; HEK293 GP2 PTHR1 cells, GloSensor cAMP luminescence, 1 h; Potency, µM (top dose mostly 115 µM), for the others: at the highest dose activation, most hits filed as activators; 410,000 tested, 0.075% active; AID 743266; also: potency is read from the fitted curve at half-maximal effect; nearly all actives have a fitted effect of over 55% in size; some results filed as inactive show a strong effect at the top dose; inactives centre near -15; many of its hits are not listed in these tables
Target sequence (Q03431 whole entry, looked up): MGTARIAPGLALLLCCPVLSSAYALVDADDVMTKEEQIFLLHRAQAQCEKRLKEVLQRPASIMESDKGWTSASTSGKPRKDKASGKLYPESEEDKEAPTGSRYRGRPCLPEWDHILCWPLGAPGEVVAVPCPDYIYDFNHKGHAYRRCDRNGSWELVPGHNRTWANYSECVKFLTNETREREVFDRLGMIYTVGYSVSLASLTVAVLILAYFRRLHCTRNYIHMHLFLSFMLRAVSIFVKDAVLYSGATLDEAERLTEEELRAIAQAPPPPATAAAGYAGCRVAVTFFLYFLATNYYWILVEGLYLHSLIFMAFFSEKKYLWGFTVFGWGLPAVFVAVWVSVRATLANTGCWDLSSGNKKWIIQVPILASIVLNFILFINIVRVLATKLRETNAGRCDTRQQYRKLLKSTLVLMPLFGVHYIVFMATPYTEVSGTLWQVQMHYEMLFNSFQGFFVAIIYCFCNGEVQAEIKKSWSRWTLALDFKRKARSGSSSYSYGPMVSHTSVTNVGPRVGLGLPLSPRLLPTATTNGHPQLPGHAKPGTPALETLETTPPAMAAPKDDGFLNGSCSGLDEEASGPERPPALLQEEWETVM
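HEK-293-derived GP2 cells expressing PTHR1 and a GloSensor cAMP reporter, 3,000/well, plated overnight, given luciferin plus IBMX (each 0.5 mM as added) for 1 h at 37 °C, then compound for 1 h at 37 °C. Luminescence was read after 15 min at room temperature.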
TDP43 rescue: TDP-43 toxicity inhibition in yeast. Potency, µM (doses to about 46.1 µM), without a hit: top-dose growth rescue (activation), most hits filed as activators. AID 652104. TDP-43 expressing yeast growth rescue, BacTiter-Glo, 24 h. 410,000 tested, 1.8% active; also: potency is read from the fitted curve at half-maximal effect; % of control where 0% means no effect; nearly all actives have a fitted effect of over 50% in size
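Galactose-induced TDP-43 yeast, OD600=0.02, compound pinned; 24 hr, 30 deg C; BacTiter-Glo luminescence for growth. Inhibitors of TDP-43 toxicity read as activators.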
Mm-Cpn inhibitor: blocks the Methanococcus maripaludis chaperonin Mm-Cpn | purified Mm-Cpn ATPase, ADP Transcreener TR-FRET | Potency, µM (top dose mostly 76.9 µM), without a hit: at the top dose activity, negative = inhibition, hits mostly inhibitors | 330,000 tested, 0.031% active; also: potency is read from the fitted curve at half-maximal effect; % is scaled to controls: 0 for no effect and ±100 for the full control effect; nearly all actives have a fitted effect of over 80% in size
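ATP (10 uM final) was added to archaeal chaperonin (25 nM final) after 10 min exposure to test compound at 37°C; after 30 min further incubation, ADP was detected by competitive TR-FRET.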
Abeta yeast res: compounds reversing amyloid beta toxicity in yeast | Potency, µM (titrated, usually from 46.1 µM), for inactives: at the top dose growth rescue, most hits filed as activators | 410,000 tested, 0.063% active | yeast expressing A-beta42, growth rescue, OD600, 48 h; response scale: 0% DMSO, 100% iron-clioquinol control | AID 1347071; also: potency is read from the fitted curve at half-maximal effect; nearly all actives have a fitted effect of over 55% in size
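Yeast A-beta toxicity model in growth medium with pinned compounds, 48 h at 30 C; growth read as absorbance at 600 nm. Normalized to FeCl3/clioquinol equimolar mix (positive) and DMSO (negative).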
Numbers without * were called inactive; i = inactive; ? = inconclusive; / = not tested or not shown; & = joins results of further samples; [ ] = another dose, or the depositor's remark. Unless noted, calls follow the shape of the dose curve; as a rule, active = well fitted curve in the direction sought with a large enough effect; inconclusive = small, poorly fitted or top-dose-only effect, or another doubt; inactive = no such curve, though single readings can be large; an effect the other way counts as inactive or inconclusive.

SMILES | aSyn rescue | FUS suppressor | GLP1R cytotox | GLP-1R inv ag | pAkt inh | PTHR1 agonist | TDP43 rescue | Mm-Cpn inhibitor | Abeta yeast res
S=C(c1ccc(N2CCCC2)cc1)N1CCCCC1 | -4% | 36% | -2% | ? | i | i | -1% | -19% | -30%[inhibitor]
CCn1c2c(c(=O)n3ncc(C(=O)Nc4ccc(C(=O)OC)cc4)c13)CN(Cc1ccc(OC)cc1)CC2 | / | ? | -2% | -1% | / | ? | 4% | / | -15%
O=C(CN1CCOCC1)Nc1ccc(S(=O)(=O)NC2CCCCC2)cc1 | -6% | 16% | 8% | 75%[activator] | i | i | -8% | 3% | 10%
O=C(Cc1ccccc1[N+](=O)[O-])Nc1nccs1 | -8% | 17% | -4% | 20% | i | i | 12% | -2% | -5%
CC(C)Oc1ccc(C(=O)NNC(=O)c2ccccc2C(=O)O)cc1 | 9% | -36% | -2% | -8% | i | i | 0% | 0% | -5%
COc1ccc(CNC(=O)c2ccc(-c3ccccc3)cc2)cc1OC | -12% | -4% | -10% | 3% | i | -94%[inhibitor] | -8% | -2% | 2%
Cn1cc([N+](=O)[O-])c(C(=O)Nc2ccc(C3CCCCC3)cc2)n1 | -16% | -19% | -6% | -4% | i | -7% | 13% | 5% | -20%
Cc1ccc(N(Cc2cc3ccc(C)cc3[nH]c2=O)S(=O)(=O)c2ccccc2)c(C)c1 | -5% | 12% | 0% | 7% | i | i | -25% | 0% | -3%
CCN(CC)CCNC(=O)C1(O)c2cc(Br)ccc2NC(=O)N1c1ccccc1 (stereo unspecified) | -2% | -19% | -1% | -4% | i | i | -3% | 1% | 6%
COc1ccc(N2CC(C(=O)NCc3nnnn3-c3ccc(C)c(C)c3)CC2=O)cc1 (stereo unspecified) | -1% | 4%&27% | 0%&0% | -2%&0% | i | i | -25%&18% | 2% | 0%&-4%

The closing two records of the section before come first, to join the parts:
SMILES | aSyn rescue | FUS suppressor | GLP1R cytotox | GLP-1R inv ag | pAkt inh | PTHR1 agonist | TDP43 rescue | Mm-Cpn inhibitor | Abeta yeast res
CCN(CC)CCNC(=O)C1(O)c2cc(Br)ccc2NC(=O)N1c1ccccc1 (stereo unspecified) | -2% | -19% | -1% | -4% | i | i | -3% | 1% | 6%
COc1ccc(N2CC(C(=O)NCc3nnnn3-c3ccc(C)c(C)c3)CC2=O)cc1 (stereo unspecified) | -1% | 4%&27% | 0%&0% | -2%&0% | i | i | -25%&18% | 2% | 0%&-4%
O=C(N/N=C/c1ccc(N2CCOCC2)cc1)C1COc2ccccc2O1 (stereo unspecified) | -4% | -16% | 3% | -18% | i | -43%[inhibitor] | 7% | 0% | 15%
CC(C)Nc1ncnc2c1cnn2-c1ccccc1 | 2% | -10% | 6% | -7% | i | -76%[inhibitor] | ? | -3% | 12%
CCC/S(C)=N/S(=O)(=O)c1ccc(C)cc1 (stereo unspecified) | 1% | / | 56% | 23% | i | i | 0% | -2% | 1%
O=C(c1ccccc1)C1CCN(C(=O)c2ccco2)CC1 | 0% | -5% | -3% | -24% | i | -12% | 17% | 2% | 6%
COC(=O)c1ccccc1NC(=O)COC(=O)Cc1ccc(S(=O)(=O)N2CCOCC2)s1 | 11% | / | 6% | -39% | i | -2% | 0% | / | -10%
CCCCCCOc1ccc(/C=C/C(=O)Nc2sc3c(c2C(=O)OC)CCC3)cc1OC | / | 41% | ? | ? | / | -24% | 18µM* | / | -2%
O=c1ccc(-c2ccccc2)nn1Cc1ccccc1 | -1% | -2% | 6% | 23% | i | -35%[inhibitor] | 22µM* | / | 18%
O=C(NOC(=O)c1ccccc1F)c1ccc(OC(F)F)cc1 | -4% | -2% | -4% | -1% | i | -3% | -15%[0.397 µM] | ? | -81%[inhibitor]
O=C(O)C1CSC(CCc2ccccc2)N1 (stereo unspecified) | -2% | -12% | -5% | 5% | i | i | 0% | 1% | 3%
NC1=NC(=O)C(Cc2ccccc2)S1 (stereo unspecified) | 0% | 21% | -6% | 1% | i | i | 3% | 2% | -15%
CCN1C(=O)CC(SC2CC(=O)N(CC)C2=O)C1=O (stereo unspecified) | 4% | / | -5% | 19% | i | i | 18% | / | 10%
CC(OC(=O)Cn1cnc2c1c(=O)n(C)c(=O)n2C)C(=O)Nc1ccc(Cl)cc1 (stereo unspecified) | 0% | 3% | 2% | 1% | i | -58%[inhibitor] | -27% | 0% | -9%
CC(C)COc1ccc(C(=O)Nc2ncn[nH]2)cc1 | 4% | 0% | 4% | 4% | i | i | ? | 0% | 11%
CCN(CC(=O)Nc1ccc(NC(C)=O)cc1)C(=O)CSc1ncnc2sc(C)c(C)c12 | 1% | 25% | 6% | 16% | i | -21% | -15% | -2% | 0%
O=C(NC1CC1)C1=C[C@@H](c2csc3ccccc23)C[C@@H](OCc2ccc(CO)cc2)O1 | 29% | ? | -16% | -18% | i | i | 14µM* | / | 7%
O=C(CS(=O)(=O)c1ccc(Cl)cc1)NCc1ccccc1 | -4% | -7% | 8% | -6% | i | i | 4% | -1% | /
COc1ccc(NC(=O)CN(C)C(=O)c2cc3c(s2)CCC(C)C3)cc1 (stereo unspecified) | 18% | 25% | -2% | ? | i | -25% | ? | -3% | 24%
O=S(=O)(NCC(c1ccco1)N1CCN(c2ccccc2)CC1)c1cc(F)ccc1F (stereo unspecified) | / | 13% | -2% | ? | / | i | 25% | / | ?
Cc1ccc(S(=O)(=O)N2CCOCC2)cc1NC(=O)C1CC(=O)N(c2ccc3c(c2)OCCO3)C1 (stereo unspecified) | 3% | 9% | -1% | 7% | i | i | 18% | 1% | 4%
CCn1cc(C(=O)N2CCc3ccccc32)c(=O)c2cc(S(=O)(=O)N3CC(C)CC(C)C3)ccc21 (stereo unspecified) | 11% | 25% | -23% | ? | i | i | 12% | 0% | 17%

Some values from the results shown:
O=C(NOC(=O)c1ccccc1F)c1ccc(OC(F)F)cc1 @ TDP43 rescue: -15%[0.397 µM]
O=C(NC1CC1)C1=C[C@@H](c2csc3ccccc23)C[C@@H](OCc2ccc(CO)cc2)O1 @ GLP1R cytotox: -16%
O=C(O)C1CSC(CCc2ccccc2)N1 (stereo unspecified) @ GLP1R cytotox: -5%
O=C(CS(=O)(=O)c1ccc(Cl)cc1)NCc1ccccc1 @ FUS suppressor: -7%

Going on with the list.
SMILES | aSyn rescue | FUS suppressor | GLP1R cytotox | GLP-1R inv ag | pAkt inh | PTHR1 agonist | TDP43 rescue | Mm-Cpn inhibitor | Abeta yeast res
Cc1ccc(Nc2nc(NCC3CCCO3)nc(N)c2[N+](=O)[O-])cc1 (stereo unspecified) | 3% | / | 9% | 14% | i | 24% | -17% | 0% | -23%
CCN(CC)C1=NS(=O)(=O)c2cc([N+](=O)[O-])ccc21 | -1% | -3% | -1% | 6% | i | -16% | -24% | -3% | 7%
CC1=C(C(=O)Nc2ccc(C)cc2C)C(c2cccn2C)n2ncnc2N1 (stereo unspecified) | 0% | -10% | -6% | 2% | / | i | 11% | / | -10%
C=CCOc1ccc(CNCC2CCCO2)cc1 (stereo unspecified) | 2% | -21% | -7% | -7% | i | i | 2% | 0% | -1%
COCCNC(=O)C(c1ccc(C)o1)N(Cc1ccc(OC)cc1)C(=O)Cn1nnc2ccccc21 (stereo unspecified) | -1% | 14% | -15% | -10% | i | i | -3% | ? | 6%
COc1ccccc1NC(=O)Nc1nnc(Cc2ccccc2F)s1 | -5% | -20% | 19% | ? | i | -3% | 14% | 0% | -13%
COc1ccc(C(=O)COc2ccc3ccc(=O)oc3c2)c(OC)c1 | -3% | / | 7% | 38%[activator] | i | -34%[inhibitor] | 29% | 1% | 2%
CN(c1ccccc1C(=O)Nc1ccc(S(=O)(=O)N2CCCCC2)cc1)S(C)(=O)=O | -2% | 36% | -15% | 6% | i | i | 24% | / | -24%
CCOc1ncccc1C(=O)OC(C)C(=O)NC1CCCCC1 (stereo unspecified) | 1% | -4% | 5% | 59%[activator] | i | -5% | -7% | 4% | 12%
COc1cc(C(=O)NCCCn2ccnc2)cc(OC)c1OC | 1% | -13% | 3% | 11% | i | i | 4% | 0% | -19%
CCCNC(=O)C1(C)CCN1C(=O)c1cc(C)n(C)n1 (stereo unspecified) | 4% | -9% | -6% | 11% | i | i | 18% | / | -11%
OC(COCc1ccccc1)CN1CCc2ccccc2C1 (stereo unspecified) | -2% | / | 2% | -30% | i | -8% | -10% | 0% | 12%
CCCCCC(=O)N1C[C@H](O)[C@@H](n2cc(-c3ccc(F)cc3)nn2)C[C@@H]1c1ccc(C)cc1 | -1% | ? | -17% | 10µM* | i | -29% | 7% | / | 0%
S=C(NCc1ccco1)Nc1ccc(Cl)cc1 | 1% | / | 11% | -3% | i | i | 3% | 2% | 0%
Cc1ccc(Cn2ccc(NC(=O)c3cc(-c4ccc5c(c4)OCO5)on3)n2)cc1 | -15% | 10% | 4% | 22% | i | -3%[57.5 µM] | -15% | -1% | -3%
COc1ccc(C=C2C(=O)OC(C)(C)OC2=O)cc1OC | -10% | -7% | 7% | 22% | i | 0% | -23% | 2% | -16%
CCc1cccc(NC(=S)N(CCN(C)C)C(C)c2ccncc2)c1 (stereo unspecified) | -5% | -26% | -10% | -5% | i | i | 9% | 1% | -1%
Nc1cnn(Cc2ccc(F)cc2)c1 | 1% | -18% | -1% | -24% | i | -31%[inhibitor] | 4% | -1% | 25%
CC(=O)Nc1ccc(NC(=O)C2CC(=O)N(Cc3ccco3)C2)cc1 (stereo unspecified) | 3% | -7% | 1% | 21% | i | i | 23% | -5% | 9%
O=C1C(=C2CCc3ccccc32)Cc2ccccc21 | -2% | 9% | 3% | -24% | i | -14% | -13% | / | -10%

Bioassay records (PubChem)

An excerpt (hit frequency here may not be typical).
